Screening results from PubChem BioAssay.
BCR signal inh: qHTS Assay to Find Inhibitors of Chronic Active B-Cell Receptor Signaling; hit rate 0.05% among 340,000; Potency, µM (titrated, usually from 46.1 µM), for inactives: top-dose ratio change, negative = lower green/red ratio, most hits filed as inhibitors; ABC-DLBCL IkBa-CBG/CBR reporter, luminescence ratio, 4 h; active = well fitted inhibition curve with a large enough effect in the signal ratio, with a control signal flat, not every such curve was filed as active; inconclusive = small, poorly fitted or top-dose-only effect, or effect the other way, or a change in a side signal; the % refers to the signal ratio;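 note: potency is the fitted concentration of half-maximal effect; plate controls were basal doxycycline-induced cells for no effect and cells given 10 µM MG132 for full effect; MG132 reads +100%, hits lower the ratio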
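Doxycycline induced both beetle luciferases in TMD8 lymphoma cells; IKK-driven degradation limits the IkappaBalpha-fused green signal, while red luminescence normalises for cell number and nonspecific effects. Compounds tested up to 46 uM, 4 hrs.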
MBNL1 CUG block: qHTS Assay for Inhibitors of MBNL1-poly(CUG) RNA binding. TR-FRET MBNL1-His/biotin-(CUG)12 binding, 665/545 ratio. Potency, µM (doses to about 57.5 µM), for inactives: at the top dose activity change, negative = inhibition, actives largely listed as inhibitors. hit rate 0.036% among 280,000. AID 2675, 2010; active = well fitted inhibition curve with a large enough effect in the signal ratio, with a control signal flat, not every such curve was filed as active; inconclusive = small, poorly fitted or top-dose-only effect, or effect the other way, or a change in a side signal; inactive = no such curve, though single readings can be large or run the other way; the % refers to the signal ratio; note: potency is the fitted concentration of half-maximal effect; % is set by controls: 0 for no effect and ±100 for the full control effect
Target sequence (Q9NR56 whole entry, looked up): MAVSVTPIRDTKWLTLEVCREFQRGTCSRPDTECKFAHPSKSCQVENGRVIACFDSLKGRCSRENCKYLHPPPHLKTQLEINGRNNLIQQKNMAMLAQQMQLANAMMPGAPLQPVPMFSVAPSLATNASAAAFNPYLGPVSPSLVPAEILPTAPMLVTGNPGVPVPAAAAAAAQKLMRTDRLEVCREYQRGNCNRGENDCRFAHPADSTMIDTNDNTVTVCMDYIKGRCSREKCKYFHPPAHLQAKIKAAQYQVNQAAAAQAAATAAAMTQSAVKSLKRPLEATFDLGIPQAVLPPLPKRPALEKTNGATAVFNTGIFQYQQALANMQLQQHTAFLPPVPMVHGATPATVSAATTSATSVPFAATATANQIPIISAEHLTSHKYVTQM
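Inhibition of protein-RNA binding appears as loss of TR-FRET between terbium anti-His antibody on MBNL1-His and streptavidin-XL665 on biotin-(CUG)12. Activity is normalized to buffer-only and uninhibited-complex controls.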
S-ASM inh: Inhibitors of Secretory Acid Sphingomyelinase (S-ASM): qHTS. Potency, µM (doses to about 57.5 µM), for inactives: top-dose activity change, negative = inhibition, usual class: inhibitors. placental ASM, HMU-PC fluorogenic substrate, 60 min. hit rate 0.006% among 340,000; note: potency is the fitted concentration of half-maximal effect
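Steps: dispense placental human ASM, pin compound, wait 10 min at room temperature, add HMU-PC0 substrate at 9 uM final, incubate 60 min at 37 °C, add stop solution raising pH to 10, read fluorescence.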
GALK inhibitor: qHTS Assay for Inhibitors of Human Galactokinase (GALK); P51570; Purified GALK, Kinase-Glo residual ATP luminescence; Potency, µM (series often up to 57.5 µM), inactives show top-dose activity change, negative = inhibition, most hits filed as inhibitors; hit rate 0.007% among 270,000; AID 1868, 2009; note: potency is the fitted concentration of half-maximal effect; % is set by controls: 0 for no effect and ±100 for the full control effect
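Galactose (100 uM) and ATP (35 uM) were turned over by 5 nM GALK for 1 h at RT. Kinase-Glo Plus then converted the remaining ATP into a luminescent signal.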
Menin MLL FP TR: qHTS Assay for Inhibitors Targeting the Menin-MLL Interaction in MLL Related Leukemias: Competition With Texas Red Labeled MLL-derived Mutant Peptide; O00255; hit rate 0.23% among 270,000; AID 1768, 2009; Potency, µM (series often up to 61.6 µM), without a hit: top-dose FP activity change, negative = inhibition, most hits filed as inhibitors; Menin + Texas Red MLL mutant peptide, fluorescence polarization; active = well fitted inhibition curve with a large enough effect in the polarisation, with a control signal flat, not every such curve was filed as active; inconclusive = small, poorly fitted or top-dose-only effect, or effect the other way, or a change in a side signal; inactive = no such curve, though single readings can be large or run the other way; the % refers to the polarisation; note: potency is the fitted concentration of half-maximal effect; % of control where 0% means no effect; many of its hits are not listed in these tables
USP2a inh: qHTS Assay for Inhibitors of Ubiquitin-specific Protease USP2a Using CHOP2 as the Reporter; USP2 core, Ub-CHOP2 coupled fluorogenic reporter, 485/531; Ubiquitin carboxyl-terminal hydrolase 2 (Homo sapiens), O75604; Potency, µM (series often up to 38.3 µM), for inactives: top-dose activity change, negative = inhibition, usual class: inhibitors; hit rate 0.01% among 330,000;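 note: potency is the fitted concentration of half-maximal effect; plate controls were DMSO wells for no effect and full inhibition by NEM control for full effect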
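USP2 core (10nM final) preincubated 30min RT with compound in 20mM Tris-HCl pH 8.0, 2mM CaCl2, 2mM beta-mercaptoethanol, 0.05% CHAPS; 25nM Ub-CHOP2 plus 25nM reporter substrate added, fluorescence (Ex485/Em531) read after 60min.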
hERG WT inh: qHTS for Inhibitors of KCHN2 3.1: Wildtype qHTS; U2OS, BacMam KCNH2, thallium flux FluxOr; stronger effect = lower value; activity change, % at 1.84 µM; hit rate 0.37% among 340,000; AID 720551, 2013;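 active = maximum activity change below -70%; inconclusive = maximum activity change between -70% and -50%; inactive = maximum activity change above -50%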; note: % is set by controls: 0 for no effect and ±100 for the full control effect
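U2OS cells were transduced with wild-type KCNH2 virus (2.03 x 10^8 / mL) for 4 h at room temperature, then cultured overnight at 37 C. Thallium flux was read with FluxOr dye. Rate constants were normalized to DMSO controls.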
Eya2 inh: qHTS Assay for Inhibitors of the Phosphatase Activity of Eya2 | Protein phosphatase EYA2 (Homo sapiens), O00167 | recombinant Eya2, OMFP fluorescence dephosphorylation (OMFP is methylfluorescein phosphate) | Potency, µM (doses to about 76.9 µM), for the others: at the highest dose activity, negative = inhibition, hits mostly inhibitors | hit rate 0.006% among 330,000 | AID 488837, 2010; note: potency is the fitted concentration of half-maximal effect; % is set by controls: 0 for no effect and ±100 for the full control effect
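Eya2 protein (added as 0.2 uM solution) was preincubated with compound for 10 min at ambient temperature in 50 mM HEPES pH 7.5, 50 mM NaCl, 5 uM MgCl2, 0.05% BSA, 1 mM DTT. OMFP (added at 50 uM) then reacted 10 min; fluorescence read at 485/525 nm.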
Mito fusion yeast: qHTS Assay for Small Molecule Inhibitors of Mitochondrial Division or Activators of Mitochondrial Fusion; S. cerevisiae fusion-defective mutant growth rescue, CellTiterGlo 48 h; hit rate 0.23% among 320,000; AID 485298, 2010; Potency, µM (highest dose often 46.1 µM), for the others: top-dose growth rescue (activation), actives largely listed as activators;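 note: potency is the fitted concentration of half-maximal effect; % of control where 0% means no effect; nearly all actives have a fitted effect of over 45% in size; temperature-sensitive fusion mutants such as fzo1-1 at 37 °C on non-fermentable ethanol glycerol medium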
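Temperature-sensitive fusion-defective S. cerevisiae (e.g. fzo1-1, mgm1-5) were grown with compound in YPEG medium (3% ethanol, 3% glycerol) for 48 hours at 37C. Growth rescue was measured as viability by CellTiterGlo luminescence after 10 minutes at ambient.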
PKM2 activator: qHTS Assay for Activators of Human Muscle isoform 2 Pyruvate Kinase; hit rate 0.34% among 260,000; AID 1631, 2009; Potency, µM (series often up to 57.5 µM), without a hit: at the highest dose activation, hits mostly activators; purified PKM2, Kinase-Glo ATP luminescence, activation; response scale: 0% is enzyme alone, no compound; note: potency is the fitted concentration of half-maximal effect; % is set by controls: 0 for no effect and ±100 for the full control effect; nearly all actives have a fitted effect of over 55% in size
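Purified hPK-M2 (>95% pure) converted ADP (0.1 mM final) to ATP with 0.5 mM PEP in 50 mM imidazole pH7.2, KCl, MgCl2, Tween 20, BSA; 1 h at room temperature. ATP detected by Kinase-Glo luminescence.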
TSHR antag: Antagonists of the Thyroid Stimulating Hormone Receptor: HTS campaign | activity change, negative = inhibition, % at 11.5 µM | TSHR-expressing cells, TSH-stimulated cAMP HTRF, 2 h; stronger effect = lower value | AID 504810, 2011 | hit rate 0.2% among 330,000 | Thyrotropin receptor (Homo sapiens), P16473;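 active = activity change below a set negative limit, meaning inhibition stronger than a set level, cut at about -70% in these data; inconclusive = activity change between two set negative limits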; note: % is set by controls: 0 for no effect and ±100 for the full control effect
Target sequence (P16473 whole entry, looked up): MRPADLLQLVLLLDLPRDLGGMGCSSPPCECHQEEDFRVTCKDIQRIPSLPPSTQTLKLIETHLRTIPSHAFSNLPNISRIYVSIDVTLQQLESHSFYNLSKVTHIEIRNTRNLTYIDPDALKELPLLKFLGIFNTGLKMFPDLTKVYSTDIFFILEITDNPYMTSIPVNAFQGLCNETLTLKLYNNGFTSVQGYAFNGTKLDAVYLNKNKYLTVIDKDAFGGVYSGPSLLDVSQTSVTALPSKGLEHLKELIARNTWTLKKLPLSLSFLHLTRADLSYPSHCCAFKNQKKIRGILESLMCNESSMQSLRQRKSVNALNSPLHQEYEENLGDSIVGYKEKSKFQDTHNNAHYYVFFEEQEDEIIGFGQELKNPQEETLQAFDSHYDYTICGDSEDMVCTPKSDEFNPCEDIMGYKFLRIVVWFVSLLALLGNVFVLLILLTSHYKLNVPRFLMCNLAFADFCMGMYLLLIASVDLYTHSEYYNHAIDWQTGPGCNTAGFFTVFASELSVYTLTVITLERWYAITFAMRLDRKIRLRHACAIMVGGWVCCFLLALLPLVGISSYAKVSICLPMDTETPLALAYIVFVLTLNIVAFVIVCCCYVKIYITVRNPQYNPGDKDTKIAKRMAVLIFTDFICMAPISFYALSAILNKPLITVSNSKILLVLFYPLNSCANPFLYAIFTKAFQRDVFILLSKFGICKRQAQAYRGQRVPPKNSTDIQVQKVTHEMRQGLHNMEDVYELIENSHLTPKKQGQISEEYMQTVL
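Competitive HTRF cAMP read-out (cryptate anti-cAMP antibody, cAMP-d2; 30 min, room temperature) in freshly harvested TSHR cells. Compounds added before TSH at EC80 (4nM final), followed by 2 hours' incubation at 37 deg C.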
Active calls of the source: *; ? = inconclusive; . = no result given; [ ] = another dose, or the depositor's remark. Unless noted, calls come from the whole dose curve; as a rule, active = well fitted curve in the direction sought with a large enough effect; inconclusive = small, poorly fitted or top-dose-only effect, or another doubt; inactive = no such curve, though single readings can be large; an effect the other way counts as inactive or inconclusive.

SMILES	BCR signal inh	MBNL1 CUG block	S-ASM inh	GALK inhibitor	Menin MLL FP TR	USP2a inh	hERG WT inh	Eya2 inh	Mito fusion yeast	PKM2 activator	TSHR antag
C=C1c2cc(OC)ccc2NC(=O)N1CC	5.9%	1.8%	148.7%[activator]	0.8%	26.0%	-0.6%	4.5	-1.7%	-3.1%	8.0%	-1.2
Cc1ccc(N(CN2C(=O)C3CC=CCC3C2=O)C(=O)c2ccco2)cc1Cl (configuration not stated)	-1.3%	13.8%	-1.3%	2.5%	-0.1%	2.5%	-2.0	18.0%	2.7%	-3.6%	-2.5
COc1cc(OC)c2c(-c3ccccc3)cc(=O)oc2c1C(CCN1CCN(c2ccccc2)CC1)c1ccc(N(C)C)cc1 (configuration not stated)	9.0%	2.4%	-17.5%	-1.0%	-12.3%	7.4%	.	-2.1%	-51.5%[inhibitor]	-5.9%	6.4
COc1ccc(/C=C2\CCCc3c2nc2ccccc2c3C(=O)O)cc1OC	-4.6%	?	.	-1.4%	.	?	.	?	1.7%	24.1%	2.2
CCn1c(SCCC(=O)Nc2ccccc2)nnc1-c1ccc(OC)cc1	12.4%	4.3%	0.0%	0.3%	-12.3%	-1.1%	-14.5	2.3%	0.9%	11.0%	9.4
CC(=O)N1CCc2cc(S(=O)(=O)NCCC(=O)Nc3cccc(C)c3C)ccc21	?	-12.2%	-1.1%	1.7%	-17.0%	4.2%	-2.3	-4.2%	-1.0%	3.5%	-5.1
CCOc1ccc2[nH]c(C)c(CN(C)C)c(=O)c2c1	-0.7%	-11.7%	-0.3%	4.6%	-1.0%	0.9%	4.0	-11.5%	-1.3%	-1.7%	-4.7
Cc1cccc(N(CC(=O)NCc2ccccc2)C(=O)CCC(=O)Nc2nccs2)c1	0.4%	-4.3%	-12.8%	4.7%	.	1.4%	0.7	-23.7%	-4.6%	.	-13.6
CN1C(=O)C2(c3ccccc31)C1CCCC=C1C(C#N)=C(N)C2(C#N)C#N (configuration not stated)	?	?	-0.8%	-0.7%	6.5%	1.0%	7.8	9.6%	-6.8%	-30.0%	22.6
Cc1cc(NS(=O)(=O)c2c(C)c(C)cc(C)c2C)no1	1.6%	-5.1%	7.9%	-5.2%	.	-1.4%	-12.0	10.9%	4.7%	-0.1%	5.9
O=C(NC(O)C(=O)c1ccccc1)c1ccc(F)cc1 (configuration not stated)	?	2.9%	4.0%	0.2%	0.7%	3.9%	-1.6	-6.9%	-4.3%	5.0%	0.1
Cc1ccc(N2C(=O)C3ON(c4ccccc4)C(c4ccncc4)C3C2=O)c(C)c1 (configuration not stated)	0.0%	-11.1%	-2.0%	4.8%	-3.6%	4.8%	16.6	-6.5%	-2.0%	-10.6%	14.2
NC(=O)C1(N2CCCCC2)CCN(C(=O)CSc2nc3ccccc3[nH]2)CC1	-6.7%	-0.1%	3.0%	-2.8%	4.3%	2.5%	-7.2	-6.5%	-2.2%	-15.8%	5.0
CN(C)/C=C(\C(=O)c1ccc(F)cc1F)c1nnnn1-c1ccccc1	0.6%	-13.7%	1.7%	2.2%	2.9%	2.6%	-0.1	1.0%	0.1%	15.8µM*	3.5
Cc1cc(C)c(NC(=O)CNC(=O)CN(C)Cc2ccc(Br)s2)c(C)c1	-2.3%	.	-2.1%	.	.	2.7%	-4.0	14.2%	-0.2%	.	4.7
O=C(CC1C(=O)NCCN1C(=O)c1ccc([N+](=O)[O-])cc1)Nc1cccc(Cl)c1 (configuration not stated)	-8.7%	?	-1.1%	-2.3%	.	5.1%	-5.0	3.8%	-0.1%	4.5%	3.2
CCC(=O)NC(=S)Nc1cccc(NC(=O)CC)c1	3.5%	-0.1%	-2.9%	-1.1%	-1.6%	1.6%	4.8	11.7%	1.3%	7.3%	-2.4
O=C(NCC1CCCO1)c1ccc(CS(=O)(=O)c2ccc(Br)cc2)o1 (configuration not stated)	?	2.8%	0.9%	3.1%	-14.8%	1.8%	-3.3	-0.9%	0.5%	9.0%	-4.1
C=CCn1c(COc2ccccc2)nnc1SCc1ccc(C#N)cc1	1.3%	-5.9%	1.0%	1.2%	-14.3%	0.3%	-2.4	9.5%	-25.1%	-1.7%	-3.9
Cc1ccc(C)c(CN2CCNC2=O)c1	?	19.7%	-0.2%	1.8%	-2.7%	3.5%	-7.2	-2.8%	-1.8%	-1.2%	13.0
C1=Nc2ccccc2CN1c1ccccc1	10.5%	-11.4%	.	1.7%	-21.7%	2.1%	3.8	0.4%	-1.3%	-1.2%	11.5
CCOCCCn1c(SCc2ccccc2)nnc1-c1ccncc1	8.6%	-3.0%	-0.3%	4.4%	-19.2%	0.4%	-1.9	3.5%	2.0%	3.8%	-17.6
Cc1nc2scc(-c3ccccc3)c2c(=O)n1N	5.2%	-3.7%	-2.1%	-0.5%	-2.9%	-2.7%	-7.7	-6.8%[15.4 µM]	-0.3%	-12.7%	-1.6
Cc1nn(-c2ccc(F)cc2)c(Cl)c1/C=N/NC(=O)c1cccs1	-13.0%	6.9%	-0.8%	-0.5%	0.7%	2.6%	-1.5	9.4%	-4.4%	4.7%	-22.1
Cc1ccc(OCCC(=O)OCC(=O)c2ccc3c(c2)NC(=O)CO3)cc1	-1.2%	.	3.9%	.	.	2.3%	-3.3	19.0%	3.7%	.	-7.8
Later entries:
SMILES	BCR signal inh	MBNL1 CUG block	S-ASM inh	GALK inhibitor	Menin MLL FP TR	USP2a inh	hERG WT inh	Eya2 inh	Mito fusion yeast	PKM2 activator	TSHR antag
COc1ccc(CCN2C(=O)CC(NNC(=O)c3ccccc3Br)C2=O)cc1OC (configuration not stated)	-11.1%	.	1.7%	-0.1%	1.8%	-1.0%	-0.8	0.3%	-3.6%	-4.4%	1.6
O=C1C(Cc2ccc(O)cc2)NC(=S)N1C1CCCCC1 (configuration not stated)	6.8%	2.0%	-0.2%	5.1%	.	-0.1%	21.4	-8.0%	7.9%	-1.9%	-8.0
Cn1ccnc1SCC(=O)Nc1ccc(Oc2ccccc2)cc1	?	-8.1%	-0.4%	2.5%	50.1%[activator]	-1.9%	-12.5	19.9%	-6.9%	-1.2%	-11.7
CN(C)S(=O)(=O)N1CCN(S(=O)(=O)c2ccc3ccccc3c2)CC1	-20.6%	-3.3%	3.5%	0.2%	-14.4%	2.2%	-1.4	-12.5%	-1.5%	17.6%	3.5
Cc1cc2c(cc1S(=O)(=O)N1CCN(c3cccc(C)c3C)CC1)OCC(=O)N2	15.5%	2.5%	-23.3%	.	49.8%[activator]	-8.0%	-1.6	1.0%	0.8%	-14.2%	-2.6
COc1ccc(-n2c(C)cc(C(=O)CSc3ccc(NC(C)=O)cc3)c2C)cc1	-18.5%	4.5%	-9.2%	-4.0%	-6.1%	-14.7%	16.5	-3.6%	15.8µM*	-6.7%	-9.7
CCC(=O)Nc1nnc(CSCc2ccccc2)s1	-19.4%	0.4%	-0.9%	-6.2%	15.2%	-7.5%	-15.2	-19.1%	5.8%	-2.2%	-12.8
O=C1/C(=C\c2ccsc2)NC(=S)N1c1ccccc1	?	?	-5.0%	-2.1%	5.5%	0.8%	-4.9	-9.4%	9.9%	-3.0%	-11.3
COC(=O)C(CC(=O)c1ccc(Cl)cc1)c1ccc(C)cc1 (configuration not stated)	2.9%	-5.0%	-4.3%	-4.7%	-24.1%	2.1%	-11.0	-27.4%	0.5%	0.7%	-13.1
CSCCC(NC(=O)c1ccccc1Br)C(=O)N1CCCC(C(F)(F)F)C1 (configuration not stated)	-2.6%	-3.1%	2.7%	3.9%	.	4.6%	-2.0	13.7%	2.8%	-9.7%	2.0
CS(=O)(=O)N(Cc1ccccc1)c1ccc(C(=O)NCc2cccnc2)cc1	-14.8%	-4.8%	0.2%	-1.4%	.	2.1%	-4.1	-2.6%	-0.1%	1.5%	4.5

The list is partial; the hit share may differ from the screen's.
